SIAE primary = inhibitors of human sialic acid acetylesterase SIAE | Q9HAT2 | SIAE FP-Rh probe binding, fluorescence polarization | inhibition, % at 9.66 µM | hit rate 0.69% among 370,000 | AID 1053197;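 active means inhibition above a cutoff: mean of compounds within the control limits plus 3 SD of those, cut at about 17% in these data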;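 further: 0% = plate median of compound wells and 100% = probe without SIAE protein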
ADAM10 inh = inhibitors of human ADAM10 | AID 720582 | O14672 | inhibition, % at 7 µM | hit rate 0.62% among 370,000 | recombinant ADAM10, EDANS/DABCYL FRET peptide cleavage, 3 h;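 active means inhibition above a per-campaign cutoff equal to the mean of compounds falling between control-based bounds plus 3 SD, cut at about 20% in these data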;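 further: 0% = DMSO wells while the 100% control is not disclosed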
Target sequence (O14672 214-748 limits assumed): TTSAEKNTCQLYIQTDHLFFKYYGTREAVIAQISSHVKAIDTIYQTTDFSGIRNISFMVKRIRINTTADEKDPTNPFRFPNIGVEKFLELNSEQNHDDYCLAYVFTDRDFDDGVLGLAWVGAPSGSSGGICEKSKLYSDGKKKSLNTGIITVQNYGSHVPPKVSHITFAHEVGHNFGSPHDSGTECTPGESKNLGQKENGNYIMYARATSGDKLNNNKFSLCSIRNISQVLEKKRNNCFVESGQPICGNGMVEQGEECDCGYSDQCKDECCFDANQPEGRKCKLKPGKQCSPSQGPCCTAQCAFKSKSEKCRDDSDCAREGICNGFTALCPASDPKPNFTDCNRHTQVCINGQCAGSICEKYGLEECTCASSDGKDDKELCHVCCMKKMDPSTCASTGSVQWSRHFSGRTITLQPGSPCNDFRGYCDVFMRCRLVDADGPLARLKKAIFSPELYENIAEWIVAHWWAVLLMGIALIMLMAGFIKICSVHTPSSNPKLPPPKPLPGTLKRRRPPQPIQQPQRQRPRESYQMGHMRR
DDE Tn7 FP inh = DD(E)-Tn7 binding inhibition, primary FP screen. hit rate 0.13% among 370,000. inhibition, % at 8.3 µM. FP displacement of FITC-Tn7 peptide from fibrin DD(E); 0% = median of compound wells per plate. P02675;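 active means inhibition above the mean of compounds falling within the control limits plus 3 SD of them, cut at about 14% in these data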;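 further: 0% = plate median of compound wells and 100% = 10 µM Aha-Tn7 peptide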
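Measure: % inhibition scaled between sample-field median and high-control FP; Test system: human fibrin DD(E); Quantity: 2 µM final DD(E) protein; Doses: one dose, 8.3 µM nominal; Schedule: compound with protein 10 min, then 3 h after probe, room temperature; Detection: fluorescence polarization; Medium: Tris buffer with calcium and detergent, pH 7.8.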
PLCb3 inh = inhibitors of human phospholipase C beta3 | inhibition, % at 12.2 µM | hit rate 0.18% among 370,000 | Q01970 | AID 720704 | Purified PLC-beta3, fluorogenic substrate, fluorescence; in the data active means inhibition above about 11%;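 further: 0% = median of compound wells on plate and 100% = full blocker control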
ADAM17 inh = ADAM17 inhibition, QFRET primary screen | hit rate 0.83% among 370,000 | inhibition, % at 6.95 µM | P78536 | recombinant ADAM17, EDANS/DABCYL FRET peptide cleavage;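 active means inhibition above the mean of compounds lying between control limits plus 3 SD, set per campaign, cut at about 8.5% in these data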;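 further: 0% = DMSO-only wells as the low control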
ASAP1 inh = ASAP1 ArfGAP inhibition; Q9ULH1; hit rate 0.19% among 360,000; ASAP1-stimulated ARF1 GTP hydrolysis, GDP FP detection; inhibition, % at 16.5 µM; AID 624377; in the data active means inhibition above about 25%;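 further: 0% = vehicle with enzyme and substrate and 100% = no enzyme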
Target sequence (Q9ULH1 325-724 limits assumed): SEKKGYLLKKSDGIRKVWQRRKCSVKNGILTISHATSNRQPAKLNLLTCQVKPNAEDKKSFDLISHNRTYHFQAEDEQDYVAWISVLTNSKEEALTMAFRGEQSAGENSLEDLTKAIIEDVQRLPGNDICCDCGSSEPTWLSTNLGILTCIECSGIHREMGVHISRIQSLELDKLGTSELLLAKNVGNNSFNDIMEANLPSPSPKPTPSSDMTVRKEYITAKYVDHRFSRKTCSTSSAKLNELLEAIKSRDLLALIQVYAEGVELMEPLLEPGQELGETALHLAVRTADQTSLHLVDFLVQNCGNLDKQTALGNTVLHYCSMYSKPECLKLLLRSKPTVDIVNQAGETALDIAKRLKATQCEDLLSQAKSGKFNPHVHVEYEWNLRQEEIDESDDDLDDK
TDP2 absorb = blocks human TDP2 phosphodiesterase activity | recombinant TDP2, T5PNP hydrolysis, p-nitrophenol absorbance 415 nm | inhibition, % at 12.8 µM | hit rate 0.34% among 370,000;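 active means inhibition above the mean of all tested compounds plus 3 SD, set per campaign, cut at about 25% in these data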;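 further: 0% = DMSO with enzyme and 100% = buffer with substrate but no TDP2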
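System – recombinant human TDP2 · Quantity – TDP2 enzyme at 120 nM final · Doses – single concentration, 12.8 µM nominal, with 1% DMSO · Incubation – 2 h at 37 °C · Measured by – epi absorbance of p-nitrophenol freed from T5PNP by hydrolysis · Read-out – % inhibition relative to enzyme-containing and enzyme-free wells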
Tn6 DDE FP = inhibitors of Tn6 peptide binding to human fibrin DD(E). Fibrin DD(E) TRITC-Tn6 fluorescence polarization displacement. inhibition, % at 8.3 µM. hit rate 0.21% among 370,000;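 active means inhibition above a per-campaign cutoff: mean of compounds within control limits plus 3 SD, cut at about 15% in these data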;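 further: 0% = median of all compound wells on the plate and 100% = blocking peptide control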
PLCg1 inh = inhibitors of human phospholipase C gamma1; P19174; purified PLC-gamma1, fluorogenic substrate, fluorescence; inhibition, % at 12.2 µM; hit rate 0.84% among 370,000; AID 720700; in the data active means inhibition above about 9.5%
ARFGAP1 inhibitor = inhibitors of rat ARFGAP1; Q62848; Arfgap1-stimulated ARF1 GTP hydrolysis, GDP FP detection; inhibition, % at 16.5 µM; hit rate 0.26% among 360,000;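 active means inhibition above a per-plate limit, mean inhibition of low control wells plus 3 SD, cut at about 25% in these data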;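 further: 0% = DMSO wells with enzyme and 100% = wells lacking Arfgap1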
Target sequence (Q62848 1-136 limits assumed): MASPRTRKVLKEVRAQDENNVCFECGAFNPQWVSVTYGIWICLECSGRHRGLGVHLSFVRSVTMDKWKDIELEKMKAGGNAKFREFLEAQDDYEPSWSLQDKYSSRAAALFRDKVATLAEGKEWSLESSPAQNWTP
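Assay system: Rat Arfgap1 GAP domain (His6, aa 1-136), purified enzyme | Buffer or medium: HEPES 25 mM pH 7.5, NaCl 150 mM, MgCl2, DTT | Schedule: GTP hydrolysis reaction 2 h at 25 °C | Signal: FP of antibody-bound GDP Alexa 633 tracer, ex 620/em 688 nm | Measure: Percent inhibition of Arfgap1-stimulated GTP hydrolysis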
* hit, by the source's call; i = inactive; x = not tested or not shown.

SMILES	SIAE primary	ADAM10 inh	DDE Tn7 FP inh	PLCb3 inh	ADAM17 inh	ASAP1 inh	TDP2 absorb	Tn6 DDE FP	PLCg1 inh	ARFGAP1 inhibitor
COc1ccc(/C=N/NC(=O)c2sccc2OCc2ccc(F)cc2)cc1OC	-3	-2	1	-20	-4	2	-7	1	-22	5
NNC(=O)CCC(=O)Nc1ccccc1	-9	-2	8	-3	-3	0	-5	2	0	-7
O=C(C[C@H]1C=C[C@H](NC(=O)Nc2ccccc2F)[C@@H](CO)O1)NCc1ccc(-c2ccccc2)cc1	5	-7	-4	-3	-6	-23	2	-4	-1	-4
O=C(Nc1nc2ccccc2s1)c1cnccn1	-7	7	-4	1	1	3	-8	-4	-5	-3
CN(C)CCNC(=O)C(=O)Nc1ccc2c(c1)N(S(=O)(=O)c1cccs1)CCC2	4	-4	4	1	-1	8	17	-2	0	-12
COc1ccc(F)cc1C(=O)C1CCCN(Cc2cccn2-c2cccnc2)C1 (configuration not stated)	-1	-16	2	-11	-7	-5	4	-3	-11	4
COC(=O)c1cc2sccc2n1CC(=O)Nc1cccc(SC)c1	-8	-1	-1	4	1	-13	6	-1	2	-14
CCNC(=O)n1cc(-n2cncn2)c(-c2ccc(Cl)cc2)n1	0	2	4	-2	-1	-10	-1	11	1	15
NC(=O)N1c2ccccc2CC(=O)c2ccccc21	8	-71	4	-26	-23	18	5	0	-21	-9
CC(C)(C)c1ccc(C(=O)CSc2n[nH]c(=O)[nH]c2=O)cc1	-1	2	-3	-1	-5	6	6	-1	0	-12
O=C(OCC#CCSc1nnc(-c2cc3ccccc3cc2O)o1)c1ccc(F)cc1	-3	-10	5	-3	-6	x	-7	0	2	x
CCNc1nc(NCC)nc(N/N=C/c2ccc(Br)cc2)n1	9	-7	5	-139	-2	5	5	-8	2	-14
CCOC(=O)c1sc(/S(C)=N\S(=O)(=O)c2cccc(Cl)c2)c2c1CCC=C2 (configuration not stated)	-1	9	-1	3	-5	7	0	-5	3	2
CC1(C(=O)NS(=O)(=O)c2ccccc2Cl)CCN1C(=O)C1(c2ccc(Cl)cc2)CC1 (configuration not stated)	-9	1	-11	-3	0	-1	-3	-5	-1	-10
Cc1ccc(-n2nnnc2SCC(=O)c2c(N)n(C3CC3)c(=O)[nH]c2=O)c(C)c1	2	-10	4	-9	2	2	0	3	6	-12
CCOC(=O)[C@]12CCCC3=C1N(CCC3)C(=O)[C@@H](CC(=O)NCCCN1CCCC1=O)C2	4	2	-8	3	0	x	1	3	2	x
COCCNC(=S)Nc1ccc(N2CCCCC2)cc1	3	0	-4	-8	-1	-21	4	-2	2	-9
CN(C1CCCCC1)S(=O)(=O)c1ccc(SCC(=O)C(C)(C)C)nc1	1	-10	0	-9	-4	-19	2	-6	-3	-5
COCC1CCCN(Cc2cn[nH]c2-c2cc3ccccc3o2)C1 (configuration not stated)	-2	0	1	0	-3	3	3	6	3	3
S=c1[nH]nc(-c2cc(-c3ccccc3)n[nH]2)n1/N=C/C=C/c1ccco1	9	-3	1	-17	-1	7	-3	7	-2	10
Nn1c(Cc2cccc3ccccc23)nnc1SCCOc1ccc(Br)cc1	2	11	-8	1	5	5	-4	-3	0	3
Brc1ccc(OCc2cn3ccccc3n2)cc1	3	-4	1	-4	0	-3	4	-2	-1	6
COc1ccccc1Nc1nc(-c2sc(NC(=O)C(C)(C)C)nc2C)cs1	-9	7	-4	-20	1	-14	-12	2	-16	14
C=C1CN(Cc2ccccc2)S(=O)(=O)c2ccccc21	1	7	-4	1	1	2	-4	8	7	5
O=C(Cc1cccs1)N1CCN=C1SCc1ccc(Br)cc1	-3	2	3	-7	-4	7	-6	-5	-6	3
Cn1cnnc1Sc1nc2ccccc2nc1NS(=O)(=O)c1ccccc1	-3	-59	2	-48	-23	3	3	-3	-42	2
CCC(=O)c1ccc(OCC(O)Cn2nc(C)c(C(C)=O)c2C)cc1 (configuration not stated)	1	-1	-1	-2	-4	9	-1	0	1	5
COc1cccc(CNCC(=O)N2C(C)CCCC2C)c1 (configuration not stated)	-6	-3	-8	5	-2	13	1	2	2	-1
N#Cc1ccc2ccn(CC(=O)NC3CCCCC3)c2c1	-5	-52	0	-20	-17	-4	0	-3	-17	5
c1nc(NCC2CCCO2)c2[nH]cnc2n1 (configuration not stated)	-2	-3	8	2	-5	-2	10	2	3	-2
NC(=O)c1ccc(-n2nnnc2Oc2ccccc2C(=O)N2CCOCC2)cc1	0	6	-1	5	0	21	-4	0	2	2
CN(c1ccccc1)S(=O)(=O)c1ccc(-c2ccccc2)cc1	-8	-2	1	-4	-3	0	5	-8	-2	1
CCS(=O)(=O)Nc1cccc(C2=NN(S(=O)(=O)c3ccccc3)C(c3cccs3)C2)c1 (configuration not stated)	-16	7	-3	-2	4	-1	7	-2	-1	3
CCNC(=O)COC(=O)c1csc2c1CCCC2	8	5	5	0	4	2	-4	6	0	10
CC1(C(=O)NS(=O)(=O)c2ccc(F)cc2F)CCN1C(=O)c1ccc(C2CCCCC2)cc1 (configuration not stated)	2	-3	-5	1	-1	-11	1	1	-5	-7
CC1CCN(C(=O)Cc2nn(C)c(=O)c3ccccc23)CC1	1	2	-2	3	0	-1	0	-4	1	-1
COc1ccc(C(=O)NCCc2cc3c(OC)ccc(OC)c3[nH]c2=O)cc1OC	4	-26	-8	-109	-2	-13	2	0	-102	21
CC(C)N=C1CC(C)(C)CC(=O)/C1=C(/O)CCCN1C(=O)c2ccccc2C1=O	9	6	1	3	-2	-19	6	2	0	0
Cc1nn(-c2ccccc2)c(C)c1/C=N\N1CCN(c2ccc(Cl)cc2)CC1	-7	2	2	0	-4	-21	-1	-4	-1	7
CCCCOc1cc(NCc2ccccc2)c2ncn(C(C)C)c2c1	11	13	-4	-19	2	6	12	5	-18	16
Cc1nn(C2CCS(=O)(=O)C2)c(Cl)c1/C=C/C(=O)OCC(=O)Nc1ccc2c(c1)OCO2 (configuration not stated)	2	-11	-2	-2	1	-9	-3	7	0	6
COc1ccc(NC2CCCN(C(=O)CCc3cccc(F)c3)C2)cc1 (configuration not stated)	0	0	7	-2	2	-1	12	5	5	-3
O=C(CN1C(=O)C2C3C=CC(C3)C2C1=O)NCCc1ccccc1Cl (configuration not stated)	0	-3	-8	2	-2	11	-3	-11	5	16
Cc1cnc(NC(=O)CSc2c(Cl)cccc2Cl)s1	-1	1	4	0	-1	-11	-4	-2	-1	-7
O=C(Nc1ccccc1Cl)/C(Cl)=C(\Cl)S(=O)c1ccccc1 (configuration not stated)	0	-8	-2	0	2	-1	13	-4	12*	19
COc1cc(OC)cc(-c2csc(N3CCC(C(N)=O)CC3)n2)c1	6	4	-3	1	0	x	-9	2	1	x
CC(=O)c1cc(CN2CCC(n3nccc3NC(=O)c3ccccc3Cl)CC2)cs1	-1	-9	5	-4	-3	8	9	2	4	-8
Cc1oc2c(C)c(O)ccc2c(=O)c1-c1cnn(-c2ccccc2)c1	-17	-23	-1	-92	-8	-3	7	-6	-77	5
Cc1ccc(C2/C=C\CC(NC(=O)OCC3c4ccccc4-c4ccccc43)CC(=O)N2Cc2ccccc2)cc1 (configuration not stated)	-1	10	-1	0	1	10	0	-7	0	-2
COc1ccc(NC(=O)C2CC(=O)N(c3ccc(C)cc3)C2)cc1S(=O)(=O)N1CCCCC1 (configuration not stated)	-7	-11	4	2	-4	-4	-4	-2	0	0
CCCCN1Cc2c(nc3cc(-c4ccco4)[nH]n3c2=O)C1=O	-1	i	-1	-489	-225	1	-16	-7	i	-1
Cc1nc(SCC(=O)Nc2c(C)n(C)n(-c3ccccc3)c2=O)n[nH]1	-5	-5	2	0	-3	9	11	13	2	6
CCOc1ccccc1/C=N/n1c(COc2ccccc2)n[nH]c1=S	6	12	-6	-2	1	1	-22	5	7	-1
COc1ccc(CCNC(=O)c2cccc(C(=O)NCCc3ccc(OC)cc3)n2)cc1	-5	4	-3	-6	2	-10	13	0	2	11
CC(=O)N1N=C(c2ccc(Cl)cc2)OC12CCCC2	-2	-11	-1	-9	-4	-2	-4	-1	-3	-5
COc1ccc(CCNC(=O)Cn2nnc3ccccc3c2=O)cc1	-7	-4	2	1	4	3	-6	1	1	0
CCOC(=O)Cc1csc(SCC(=O)c2c(N)n(CC(C)C)c(=O)n(C)c2=O)n1	-3	7	-3	0	1	-1	6	2	10*	15
COc1ccc(-c2nc(C#N)c(NCCc3ccccc3)o2)cc1OC	3	-358	-1	-123	-98	8	3	-1	-136	10
N/N=c1\sc2ccccc2n1-c1ccccc1	5	1	6	-5	-1	-3	6	1	-3	1
N=c1c2c(ncn1Cc1ccco1)Oc1c(ccc3ccccc13)C2c1ccccc1 (configuration not stated)	-31	7	-6	-34	9.3*	11	-4	-12	-19	16

Single entries from above:
Value of `CCOC(=O)Cc1csc(SCC(=O)c2c(N)n(CC(C)C)c(=O)n(C)c2=O)n1` in PLCg1 inh: 10*
Value of `Cc1ccc(C2/C=C\CC(NC(=O)OCC3c4ccccc4-c4ccccc43)CC(=O)N2Cc2ccccc2)cc1` (configuration not stated) in PLCb3 inh: 0
Value of `COc1cc(OC)cc(-c2csc(N3CCC(C(N)=O)CC3)n2)c1` in PLCb3 inh: 1

Compounds listed so far that have a cyano group (two):
SMILES	SIAE primary	ADAM10 inh	DDE Tn7 FP inh	PLCb3 inh	ADAM17 inh	ASAP1 inh	TDP2 absorb	Tn6 DDE FP	PLCg1 inh	ARFGAP1 inhibitor
N#Cc1ccc2ccn(CC(=O)NC3CCCCC3)c2c1	-5	-52	0	-20	-17	-4	0	-3	-17	5
COc1ccc(-c2nc(C#N)c(NCCc3ccccc3)o2)cc1OC	3	-358	-1	-123	-98	8	3	-1	-136	10

Later entries:
SMILES	SIAE primary	ADAM10 inh	DDE Tn7 FP inh	PLCb3 inh	ADAM17 inh	ASAP1 inh	TDP2 absorb	Tn6 DDE FP	PLCg1 inh	ARFGAP1 inhibitor
O=C(O)c1cc(NC(=O)c2ccc3c(c2)C(=O)N(Cc2cccnc2)C3=O)cc(C(=O)O)c1	6	7	-5	-8	-5	-6	6	-1	-1	-4
CCCNC(=O)C1(C)CCN(Cc2ccc(Cl)c(Cl)c2)C1 (configuration not stated)	3	6	-12	7	2	2	-15	-6	7	-1
COc1ccc(OC)c(Nc2cc(C)c3ccccc3n2)c1	7	-46	-11	-154	-9	-2	-9	-4	-117	-9
O=C(CSc1ccc(-c2ccccn2)nn1)NCc1ccccc1	-9	3	5	-7	-3	-1	-4	9	1	-5
Cc1nn(CC(=O)NCc2cccnc2)c(=O)c2ccccc12	-2	2	3	-2	-2	-11	-3	5	0	8
CC1CCN(CC(O)COC2CC(C)CC(C)(C)C2)CC1 (configuration not stated)	-7	-3	2	0	-9	-6	-3	4	-3	-7

Screening results from PubChem BioAssay.
